LEDGF integ inh = blocks HIV-1 LEDGF/p75-dependent DNA integration | inhibition, % at 3.7 µM | actives 0.64% (n = 370,000) | TR-FRET IN-LEDGF/p75 DNA integration, Eu/Cy5;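 active = inhibition above the screen-wide mean plus 3 SD, cut at about 13% in these data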;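 note: signal is the Cy5 over europium emission ratio at 671 and 618 nm; 0% = plate median of compound wells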
ADAM17 inh = inhibits human ADAM17 | recombinant ADAM17, EDANS/DABCYL FRET peptide cleavage | actives 0.83% (n = 370,000) | inhibition, % at 6.95 µM | P78536 | AID 720648;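 active = inhibition above the mean of compounds lying between control limits plus 3 SD, set per campaign, cut at about 8.5% in these data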;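 note: 0% = DMSO-only wells as the low control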
TDP2 inh = TDP2 (human) inhibition, absorbance primary screen; O95551; AID 720702; recombinant TDP2, T5PNP hydrolysis, p-nitrophenol absorbance 415 nm; inhibition, % at 12.8 µM; actives 0.34% (n = 370,000);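 active = inhibition above the mean of all tested compounds plus 3 SD, set per campaign, cut at about 25% in these data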;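 note: 0% = DMSO with enzyme and 100% = buffer with substrate but no TDP2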
Target sequence (O95551 whole entry, looked up): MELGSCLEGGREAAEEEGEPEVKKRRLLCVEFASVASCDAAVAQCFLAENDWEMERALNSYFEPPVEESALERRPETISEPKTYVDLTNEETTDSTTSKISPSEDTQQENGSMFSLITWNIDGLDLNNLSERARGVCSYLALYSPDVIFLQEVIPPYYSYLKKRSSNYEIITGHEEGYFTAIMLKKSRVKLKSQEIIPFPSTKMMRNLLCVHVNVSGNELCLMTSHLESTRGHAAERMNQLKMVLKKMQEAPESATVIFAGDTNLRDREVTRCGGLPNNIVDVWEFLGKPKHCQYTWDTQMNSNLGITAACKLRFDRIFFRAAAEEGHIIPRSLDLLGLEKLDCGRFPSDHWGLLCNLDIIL
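Assay system: Recombinant human TDP2 | Quantity: 120 nM TDP2 per well | Incubation: 2 h at 37 °C | Signal: Epi absorbance | Evaluation: Percent inhibition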
ARFGAP1 inh = inhibits rat ARF GTPase activating protein 1. inhibition, % at 16.5 µM. Q62848. actives 0.26% (n = 360,000). Arfgap1-stimulated ARF1 GTP hydrolysis, GDP FP detection;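 active = inhibition above a per-plate limit, mean inhibition of low control wells plus 3 SD, cut at about 25% in these data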;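 note: 0% = DMSO wells with enzyme and 100% = wells lacking Arfgap1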
Target sequence (Q62848 1-136 limits assumed): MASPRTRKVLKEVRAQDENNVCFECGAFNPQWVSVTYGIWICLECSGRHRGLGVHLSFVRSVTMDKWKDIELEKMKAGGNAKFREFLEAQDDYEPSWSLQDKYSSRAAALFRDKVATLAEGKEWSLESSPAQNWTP
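material = rat Arfgap1 catalytic domain, aa 1-136 | also added = human ARF1(Δ1-17)-GTP substrate | compound dosing = one concentration, 16.5 µM, DMSO 1.26% | times = GTP hydrolysis reaction 2 h at 25 °C | measured by = FP, GDP Alexa 633 tracer displaced from anti-GDP antibody, 620/688 nm | evaluation = percent inhibition of Arfgap1-stimulated GTP hydrolysis | replication = single well per compound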
ASAP1 inh = blocks human ASAP1-stimulated Arf1 GTP hydrolysis; Q9ULH1; GDP FP detection; AID 624377; inhibition, % at 16.5 µM; actives 0.19% (n = 360,000); in the data active = inhibition above about 25%;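 note: 0% = vehicle with enzyme and substrate and 100% = no enzyme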
PLC-gamma1 inh = inhibitors of human phospholipase C gamma1 | purified PLC-gamma1, fluorogenic substrate, fluorescence | inhibition, % at 12.2 µM | P19174 | actives 0.84% (n = 370,000); in the data active = inhibition above about 9.5%
ADAM10 inh = inhibits human ADAM10; O14672; recombinant ADAM10, EDANS/DABCYL FRET peptide cleavage, 3 h; inhibition, % at 7 µM; actives 0.62% (n = 370,000); AID 720582;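 active = inhibition above a per-campaign cutoff equal to the mean of compounds falling between control-based bounds plus 3 SD, cut at about 20% in these data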;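 note: 0% = DMSO wells while the 100% control is not disclosed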
Target sequence (O14672 214-748 limits assumed): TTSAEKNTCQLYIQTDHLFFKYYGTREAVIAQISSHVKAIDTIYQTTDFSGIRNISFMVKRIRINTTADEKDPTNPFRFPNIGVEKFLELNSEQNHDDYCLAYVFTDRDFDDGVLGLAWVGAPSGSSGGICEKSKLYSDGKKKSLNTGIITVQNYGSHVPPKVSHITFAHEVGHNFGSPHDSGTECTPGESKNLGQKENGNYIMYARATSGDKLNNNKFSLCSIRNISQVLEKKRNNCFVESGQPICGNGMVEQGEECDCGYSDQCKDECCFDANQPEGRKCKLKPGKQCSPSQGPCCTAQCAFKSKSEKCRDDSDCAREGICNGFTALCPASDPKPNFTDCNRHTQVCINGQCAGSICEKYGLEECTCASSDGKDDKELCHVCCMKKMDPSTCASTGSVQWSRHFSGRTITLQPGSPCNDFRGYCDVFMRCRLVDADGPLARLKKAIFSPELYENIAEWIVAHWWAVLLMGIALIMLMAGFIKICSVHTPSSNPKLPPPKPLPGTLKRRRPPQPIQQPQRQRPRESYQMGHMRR
DDE Tn7 FP inh = DD(E)-Tn7 binding inhibition, primary FP screen. P02675. FP displacement of FITC-Tn7 peptide from fibrin DD(E); 0% = median of compound wells per plate. inhibition, % at 8.3 µM. actives 0.13% (n = 370,000);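 active = inhibition above the mean of compounds falling within the control limits plus 3 SD of them, cut at about 14% in these data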;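 note: 0% = plate median of compound wells and 100% = 10 µM Aha-Tn7 peptide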
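Assay system: Fibrin-DD(E) protein isolated from polymerized human fibrin clots; read-out basis: percent inhibition; medium: Tris/NaCl/CaCl2 buffer, pH 7.8; signal: FP measurement; incubation: 10 min plus 3 h, room temperature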
KLK7 zymogen act = activates the human kallikrein-7 zymogen | P49862 | actives 0.9% (n = 370,000) | AID 652039 | purified proKLK7, EDANS-DABCYL substrate fluorescence; 100% is mature enzyme control, 0% vehicle | activation, % at 7 µM;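 active = activation above the mean of all tested compounds plus 3 SD, computed per campaign excluding outliers beyond control limits, cut at about 13% in these data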
DDE Tn6 FP inh = inhibitors of Tn6 peptide binding to human fibrin DD(E). P02675. Fibrin DD(E) TRITC-Tn6 fluorescence polarization displacement. inhibition, % at 8.3 µM. actives 0.21% (n = 370,000). AID 720509;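 active = inhibition above a per-campaign cutoff: mean of compounds within control limits plus 3 SD, cut at about 15% in these data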;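 note: 0% = median of all compound wells on the plate and 100% = blocking peptide control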
An asterisk follows results filed as active. This is a random part of the collection. About 4.2% of those tested had a hit in this group.

SMILES	LEDGF integ inh	ADAM17 inh	TDP2 inh	ARFGAP1 inh	ASAP1 inh	PLC-gamma1 inh	ADAM10 inh	DDE Tn7 FP inh	KLK7 zymogen act	DDE Tn6 FP inh
O=C(NC1CCCCC1)C(c1ccco1)N(Cc1cccnc1)C(=O)C1COc2ccccc2O1 (stereo not drawn)	2	-2	11	7	-12	0	7	2	0.5	-5
COc1cc2nc(CN3CCN(S(=O)(=O)c4ccccc4[N+](=O)[O-])CC3)[nH]c(=O)c2cc1OC	-2	1	3	0	3	-2	-8	1	-0.2	-2
OC(CN1CCN(c2ccccc2)CC1)c1ccc2c(c1)CCN2 (stereo not drawn)	-1	-1	2	-12	-2	3	-11	-3	-0.4	-2
COc1ccccc1-c1cc2c(c3c1ccn3C)C1CCC2O1 (stereo not drawn)	-2	-41	-4	6	-1	-10	-149	-1	-0.3	-2
Cc1cc(C)c(S(=O)(=O)N2CCC(C(N)=O)CC2)cc1C	-3	-2	2	8	-10	-2	-2	-3	-0.3	1
NS(=O)(=O)c1ccc(CCNC(=O)CN2CCN(c3ccccc3F)CC2)cc1	4	-1	0	0	0	5	12	4	0.0	2
C=CC[n+]1c(-c2ccc(C)cc2)csc1NNC(=O)Nc1ccccc1	2	-4	4	10	16	-4	5	8	0.3	-3
Cc1ccc(C(C)C)cc1OCC(=O)Nc1ccc(N2CCCCC2)cc1	5	1	0	5	-13	-3	5	-5	-0.1	-1
CCN(c1ccc(NC(=O)COC(=O)/C=C/c2ccco2)cc1)C(C)C	-6	-4	9	8	-21	-4	4	1	-0.6	2
CCOC(=O)c1ccccc1NC(=O)c1cccc(F)c1	2	-1	1	0	-5	-6	5	5	-0.3	5
Cn1c(=O)[nH]c(=O)c2c1nc1n2CCCN1CCc1ccccc1	3	-5	8	-3	-18	3	8	1	-0.5	-2
O=C1OC[C@@H]2CCCN2C(=O)[C@H](CC(=O)N(CCO)Cc2ccccc2)C/C=C\CC[C@H]1Cc1ccc(F)cc1	4	-3	-3	-1	6	0	1	7	0.3	-5
Cc1cc(N)ccc1NC(=O)c1ccccc1	1	-5	0	-5	2	-2	-14	0	-0.7	6
COc1ccc(CCN2CCC(CN3C(=S)NC[C@@H]3Cc3ccccc3)CC2)cc1OC	-4	-7	2	10	-4	2	-1	-2	-0.7	4
O=C(N/N=C/c1ccccc1)c1ccc(NC(=O)c2ccc(F)cc2)cc1	3	1	-6	2	0	-4	9	-3	0.0	7
CCc1nn2c(=O)cc(COC(=O)c3cc(Cl)c(OC)c(OC)c3)nc2s1	1	-1	6	1	1	0	-3	0	0.0	6
CCCCNC(=O)C1(C)CCCCN1CC(=O)c1ccc(OC)cc1 (stereo not drawn)	12	-6	7	3	14	-7	-28	5	0.7	1
Cc1nn(CC(=O)NC(C)C)c(C)c1[N+](=O)[O-]	-6	-4	-8	1	-1	0	-4	-1	-0.7	-3
CCCCCCCCN1C(=O)[C@H](CC(=O)NCC23CC4CC(CC(C4)C2)C3)C[C@@]2(C(=O)OC)CCCCC=C12	-1	-5	12	-6	1	2	-11	-1	-0.1	-13
CC1CCCN(CC(O)COCC2COc3ccccc3O2)C1 (stereo not drawn)	-3	-2	-3	8	4	-3	10	9	-0.8	8
O=C(COC(=O)COc1ccc(Cl)cc1)NC1CC1	-3	-3	0	8	4	0	-12	-6	-0.5	6
CCc1nc2c(OCCC3CCCCC3)cccn2c1N(C)C(=O)c1ccco1	-4	0	-6	3	7	-1	-8	-2	0.1	-9
O=C(c1ccc(NS(=O)(=O)c2ccc(F)cc2)cc1)N1CCOCC1	5	8	-18	3	9	6	1	-2	0.2	5
COc1ccc(NS(=O)(=O)c2cc3c4c(c2)C(C)C(=O)N4CCC3)cc1 (stereo not drawn)	-4	-3	-7	0	1	0	-4	-5	0.2	7
CCOC(=O)c1ccccc1NC(=O)COC(=O)CCC(=O)N1CCOCC1	0	-2	-4	-7	4	2	-1	-5	0.3	4
NS(=O)(=O)c1ccc(CCNC(=O)CNC(=O)Cc2ccccc2)cc1	0	1	13	2	-7	2	-5	-1	0.2	-6
CCOC(=O)CNC(=O)CSc1nc(-c2ccc(C)cc2)ns1	-3	-3	-12	1	8	3	-2	0	-0.3	-3
O=C(CSc1nc(-c2ccc(Cl)cc2)cs1)Nc1cccc([N+](=O)[O-])c1	3	8	6	16	10	5	8	2	0.0	-4
O=C(Nc1ccc(NC(=O)c2ccc([N+](=O)[O-])o2)cc1Cl)c1ccco1	-1	0	-11	-2	-4	-1	-6	1	0.1	1
O=[N+]([O-])c1cccc(S(=O)(=O)Nc2cccc(-c3ccc(N4CCOCC4)nn3)c2)c1	0	1	-3	-4	-1	0	-2	-1	0.0	-12
CCN1CCN(c2nc3c(C)cccn3c(=O)c2/C=C(\C#N)S(=O)(=O)c2ccccc2)CC1	1	-17	-1	2	0	-80	-47	-1	4.2	-4
Cc1ccc(N2CC(C(=O)OCc3nc(N)nc(Nc4ccccc4C)n3)CC2=O)cc1 (stereo not drawn)	0	0	0	4	1	-1	-6	2	0.3	-4
NC(=O)C1CCN(C(=O)CCc2ccsc2)CC1	2	1	0	-6	5	3	-1	9	0.1	-11
O=C(OCC(=O)N1CCN(C(=O)c2ccco2)CC1)c1cc(F)c(F)cc1Cl	1	-1	4	11	3	-3	-6	-8	-0.2	-2
Cc1ccc(NC(=O)COc2cccc3ccccc23)c(O)c1	4	2	3	0	-8	3	-1	7	0.1	-7
C=CCNc1nc(N(c2ccccc2)c2ccccc2)nc(-n2ccnc2)n1	1	1	3	2	0	0	3	-5	0.0	1
O=C(COC(=O)[C@H](Cc1ccccc1)NC(=O)c1cccs1)Nc1cc(F)ccc1F	0	1	-1	6	10	-1	4	7	0.6	-6
Cc1ccc(-c2ccc(=O)n(CCC(=O)N3CCN(c4ccccc4)CC3)n2)cc1	0	-3	2	-3	-4	-1	2	11	-0.1	4
COc1ccc(NC(=O)CSc2nc3nc(C)cc(C)n3n2)cc1	-1	-4	-13	4	4	3	-10	-2	-0.4	-3
C=CCNC(=O)CSc1nc2ccccc2c(=O)n1CCc1ccc(OC)c(OC)c1	1	0	-2	0	-17	3	13	1	0.2	6

3 compounds picked at random from those above:
SMILES	LEDGF integ inh	ADAM17 inh	TDP2 inh	ARFGAP1 inh	ASAP1 inh	PLC-gamma1 inh	ADAM10 inh	DDE Tn7 FP inh	KLK7 zymogen act	DDE Tn6 FP inh
Cc1ccc(-c2ccc(=O)n(CCC(=O)N3CCN(c4ccccc4)CC3)n2)cc1	0	-3	2	-3	-4	-1	2	11	-0.1	4
NC(=O)C1CCN(C(=O)CCc2ccsc2)CC1	2	1	0	-6	5	3	-1	9	0.1	-11
O=C(OCC(=O)N1CCN(C(=O)c2ccco2)CC1)c1cc(F)c(F)cc1Cl	1	-1	4	11	3	-3	-6	-8	-0.2	-2

Continuation:
SMILES	LEDGF integ inh	ADAM17 inh	TDP2 inh	ARFGAP1 inh	ASAP1 inh	PLC-gamma1 inh	ADAM10 inh	DDE Tn7 FP inh	KLK7 zymogen act	DDE Tn6 FP inh
Cc1ccc(-n2nc(C)c3c(C)c(CCC(=O)NCc4ccccc4)c(C)nc32)cc1	-1	-1	-4	-9	10	-2	-12	-3	-0.5	-9
COc1cccc(N2CC(C(=O)Nc3nnc(SCC(=O)NCc4ccco4)s3)CC2=O)c1 (stereo not drawn)	-3	-7	3	-6	5	-1	-8	3	1.2	-3
O=C(Nc1ncc([N+](=O)[O-])s1)C1CC(=O)N(c2ccc(F)cc2)C1 (stereo not drawn)	2	2	6	1	10	0	-2	-8	0.3	3
O=C(COC(=O)c1ccc(Cl)c(S(=O)(=O)N2CCCCC2)c1)NCc1ccco1	3	0	1	-2	-5	2	-1	1	-0.3	-2
c1nc(COc2nsnc2N2CCOCC2)cs1	-1	-2	9	2	3	0	8	1	0.2	2
CCNC(=S)N/N=C/c1ccco1	-1	1	-9	0	-3	3	4	-9	-0.4	-2
Cc1cccc(N2CC(C(=O)Nc3nnc(SCCC4OCCO4)s3)CC2=O)c1 (stereo not drawn)	2	0	-8	-2	15	-10	-7	-9	-0.7	2
O=C(O)CC(C(=O)O)c1cn(Cc2ccccc2)c2ccccc12 (stereo not drawn)	0	-4	11	8	-15	-2	-4	2	0.0	12
CN(CCNC(=O)c1cc2c(=O)n(C)c3ccccc3c2n1C)Cc1ccccc1	2	0	2	4	0	2	-3	-9	0.0	6
Cc1ccc(CNS(=O)(=O)c2c(C(=O)N3CCCCC3)c(C)n(C)c2C)o1	0	1	8	-3	-11	-1	-2	4	0.6	0

Arranged by value in ADAM17 inh (largest number first): some entries from above.
Structure	ADAM17 inh
O=C(Nc1ncc([N+](=O)[O-])s1)C1CC(=O)N(c2ccc(F)cc2)C1 (stereo not drawn)	2
O=C(COC(=O)c1ccc(Cl)c(S(=O)(=O)N2CCCCC2)c1)NCc1ccco1	0
O=C(O)CC(C(=O)O)c1cn(Cc2ccccc2)c2ccccc12 (stereo not drawn)	-4

More entries follow:
SMILES	LEDGF integ inh	ADAM17 inh	TDP2 inh	ARFGAP1 inh	ASAP1 inh	PLC-gamma1 inh	ADAM10 inh	DDE Tn7 FP inh	KLK7 zymogen act	DDE Tn6 FP inh
CCN(CCNCC(O)COc1ccccc1C(C)C)c1cccc(C)c1 (stereo not drawn)	3	0	0	15	3	17*	10	4	-0.1	-2
Nc1ncnc2c1ccn2[C@H]1CN(Cc2ccc3c(c2)OCO3)C[C@@H](CO)O1	-2	-1	0	7	13	-1	-6	0	-0.2	10
O=C1c2ccccc2C2=Nc3ccccc3SC(c3ccc(Cl)cc3)C12 (stereo not drawn)	-7	-1	-4	7	-7	2	4	3	-0.1	-5
CCOc1cc(C2CC(=O)c3c(ccc4ccccc34)N2)ccc1O (stereo not drawn)	-4	0	1	5	-12	3	6	-6	0.0	-5
COc1ccccc1C(=O)Nc1ccc(C(=O)c2ccccc2)cc1	1	4	7	9	7	0	8	-1	0.2	-2
c1ccc(CN=C(NCc2ccccc2)NCc2ccccc2)cc1	-2	-3	4	-1	-4	6	-20	3	-0.1	-5
CC(C)(C)[C@H]1COC(=O)CCC/C=C/C[C@H](CC(=O)NCCO)C(=O)N1	-2	0	-2	12	-6	0	-3	3	-0.2	4
CC(C)CN1C(=O)c2ccc(C(=O)NCc3ccccn3)cc2C1=O	-3	2	-11	-4	6	-1	-8	-3	0.1	-4
Cc1cccn2cc(-c3ccc(F)cc3)cc12	0	-24	-1	1	3	-83	-69	7	3.5	-3
COc1ccc(N2CCN(C(=O)CC34CC5CC(CC(C5)C3)C4)CC2)c([N+](=O)[O-])c1	-1	2	-7	-8	-4	0	11	6	0.1	5
Cc1ccc(S(=O)(=O)NC(C)C(=O)N2CCOCCOCCOCCOCC2)cc1 (stereo not drawn)	-4	-4	-1	3	-4	2	0	8	0.3	2
O=C(c1cccc(Cl)c1)N1CCn2c1nc1ccccc12	-2	-1	3	8	-5	1	-5	-1	-0.3	-5
O=C(NC1CCNCC1)C1CCCCC1	2	0	-15	-6	-6	3	8	0	-0.1	6

Screens: PubChem BioAssay, The Scripps Research Institute Molecular Screening Center
